CBFb RUNX1 block: qHTS Assay for Compounds Blocking the Interaction Between CBF-beta and RUNX1 for the Treatment of Acute Myeloid Leukemia | Runt-related transcription factor 1 (Homo sapiens) + Core-binding factor subunit beta … | AlphaScreen CBFb-His/RUNX1-biotin binding, biochemical | Potency, µM (highest dose often 59.8 µM), without a hit: at the highest dose activity, negative = inhibition, hits mostly inhibitors | 230,000 tested, under 10 active | AID 1477, 2009; note: % of control where 0% means no effect
Target sequence (Q01196 whole entry, looked up): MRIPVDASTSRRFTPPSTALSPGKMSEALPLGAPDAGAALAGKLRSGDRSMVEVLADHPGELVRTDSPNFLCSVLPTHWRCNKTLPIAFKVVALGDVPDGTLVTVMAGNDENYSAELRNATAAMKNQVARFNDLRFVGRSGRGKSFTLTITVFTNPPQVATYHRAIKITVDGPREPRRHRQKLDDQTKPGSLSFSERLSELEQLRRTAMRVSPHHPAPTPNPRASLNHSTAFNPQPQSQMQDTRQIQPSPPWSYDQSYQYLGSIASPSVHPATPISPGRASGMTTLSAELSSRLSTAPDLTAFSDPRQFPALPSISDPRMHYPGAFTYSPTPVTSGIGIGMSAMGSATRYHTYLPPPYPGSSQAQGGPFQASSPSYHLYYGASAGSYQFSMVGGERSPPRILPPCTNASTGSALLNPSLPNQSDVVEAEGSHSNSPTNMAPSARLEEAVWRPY
Target sequence (Q13951 whole entry, looked up): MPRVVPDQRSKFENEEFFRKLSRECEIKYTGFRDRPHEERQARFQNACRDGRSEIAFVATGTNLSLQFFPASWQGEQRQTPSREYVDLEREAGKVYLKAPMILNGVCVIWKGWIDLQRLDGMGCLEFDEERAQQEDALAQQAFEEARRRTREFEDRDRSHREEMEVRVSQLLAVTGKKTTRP
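CBF-beta (His) and RUNX1 (biotin), 30 nM each; 20 min preassociation; + compound, 15 min; + beads 50 ng each (Ni, streptavidin), 90 min; RT; AlphaScreen read.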
HTT cytoprotect: qHTS Multiplex Assay to Identify Dual Action Probes in a Cell Model of Huntington: Cytoprotection (ATP) | PC12 HTT-Q103 induced, cytoprotection, ATP luminescence, 40 h | Potency, µM (doses to about 56.4 µM), for the others: cytoprotection (ATP increase), usual class: activators | 230,000 compounds, 0.14% hits;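 note: potency is the fitted concentration of half-maximal effect; % of control where 0% means no effect; nearly all actives have a fitted effect of over 45% in size; toxic huntingtin expression switched on by the ecdysone agonist tebufenozide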
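Compounds were screened for protection of PC12 cells against cell death after tebufenozide induction (100 nM final) of mutant Huntingtin exon 1 (Q103) fused to GFP.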
HttQ103 aggreg: qHTS Multiplex Assay to Identify Dual Action Probes in a Cell Model of Huntington: Aggregate Formation (GFP). 220,000 compounds, 1.1% hits. PC12 HttQ103-GFP aggregates, Acumen cytometry, 40 h. Potency, µM (series often up to 46.1 µM), without a hit: at the top dose activity change, negative = inhibition, hits mostly inhibitors. AID 1688, 2009; note: potency is the fitted concentration of half-maximal effect; % is set by controls: 0 for no effect and ±100 for the full control effect; nearly all actives have a fitted effect of over 60% in size
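Aggregate formation scored by laser-scanning cytometer (488 excitation, 500–530 emission) in lysed PC12 cells expressing Q103-GFP after 100 nM tebufenozide induction; library tested in dose series, with ATPLite reagent added in the multiplex.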
IMPase Li cell: qHTS Assay for Identifying the Cell-Membrane Permeable IMPase Inhibitors: Potentiation with Lithium; Potency, µM (highest dose often 59.4 µM), for inactives: top-dose activity, negative = IMPase inhibition, actives largely listed as inhibitors; CHO-M1 cells, IP1 TR-FRET (IP-One), carbachol + lithium; 210,000 compounds, 0.35% hits;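 note: IP1 builds up when IMPase is blocked and the TR-FRET signal falls; potency is the fitted concentration of half-maximal effect; plate controls were basal vehicle for no effect and high inhibitor control for full effect; nearly all actives have a fitted effect of over 50% in size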
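CHO-M1, 2000 cells/well, 16–30 h culture; cpd + low Li+, 30 min 37C; lysis with d2-IP1/Eu-anti-IP1 Ab, 10 min RT; TR-FRET 665/620 ratio and 620 channel; AC50 via Hill.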
Lamin A splicing: qHTS Assay for Modulators of Lamin A Splicing. AID 1487, 2009. 200,000 compounds, 0.01% hits. HeLa LMNA splicing GFP/RFP minigene ratio, 48 h. Potency, µM (doses to about 46.1 µM), for the others: at the top dose ratio change, negative = inhibition, most hits filed as inhibitors; active = well fitted inhibition curve with a large enough effect in the signal ratio, with a control signal flat, not every such curve was filed as active; inconclusive = small, poorly fitted or top-dose-only effect, or effect the other way, or a change in a side signal; the % refers to the signal ratio; note: potency is the fitted concentration of half-maximal effect; % is set by controls: 0 for no effect and ±100 for the full control effect
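S3 HeLa cells stably expressing lamin A-EGFP splicing minigene plus DsRed2, 600 cells/well, 48 h compound exposure at 37C. Laser-scanning cytometry; analysed as GFP (500-530 nm)/RFP (575-640 nm) total intensity ratio; 0.5% DMSO vehicle.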
Luc counter: Counterscreen for Luciferase (Kinase-Glo TM) Inhibition | Potency, µM (doses to about 38.3 µM), for the others: at the top dose activity change, negative = inhibition, usual class: inhibitors | 200,000 compounds, 0.28% hits | Luciferin 4-monooxygenase (Photuris pensylvanica), Q27757 | Kinase-Glo luciferase, ATP luminescence, 8 min; note: potency is the fitted concentration of half-maximal effect; % is set by controls: 0 for no effect and ±100 for the full control effect; nearly all actives have a fitted effect of over 60% in size
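Inhibition of Kinase-Glo luciferase light generation was assessed at 10 uM ATP in pH 7.2 imidazole buffer, with luminescence measured after eight minutes at ambient temperature.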
SMN2 splice enh: qHTS Assay for Enhancers of SMN2 Splice Variant Expression; HEK293 SMN2-luciferase splicing reporter, luminescence, 30-36 h; 210,000 compounds, 2.8% hits; Potency, µM (doses to about 46.1 µM), for the others: at the highest dose activity change, positive = activation, actives largely listed as activators; note: potency is the fitted concentration of half-maximal effect; % of control where 0% means no effect; nearly all actives have a fitted effect of over 55% in size
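qHTS luciferase splicing reporter: luminescence rises when SMN2 exon 7 is included in transfected HEK293 cells. Compound exposure lasted 30-36 h at 37C, with 4.5 mM final sodium butyrate as control, followed by a ONE-Glo read.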
Numbers without * were called inactive; [ ] = dose if it differs, or a comment. Unless noted, calls come from the whole dose curve; as a rule, active = well fitted curve in the direction sought with a large enough effect; inconclusive = small, poorly fitted or top-dose-only effect, or another doubt; inactive = no such curve, though single readings can be large; an effect the other way counts as inactive or inconclusive.

Results for CCC(=O)Nc1ccc(C(=O)NNC(=O)c2cccs2)cc1 ?
CBFb RUNX1 block: -0.1%; HTT cytoprotect: 15.4%; HttQ103 aggreg: -3.0%; IMPase Li cell: -3.1%[38.3 µM]; Lamin A splicing: 4.7%; Luc counter: 2.6%; SMN2 splice enh: 2.4%

Results for CC(=O)NC(=S)NNC(=O)c1ccc(Br)cc1 ?
CBFb RUNX1 block: 3.7%; HTT cytoprotect: 27.7%; HttQ103 aggreg: -15.2%; IMPase Li cell: 3.2%; Lamin A splicing: inconclusive; Luc counter: -1.1%; SMN2 splice enh: -32.4%[inhibitor]

Results for O=C(O)c1cccc(Nc2nc(C(F)(F)F)nc3ccccc23)c1 ?
CBFb RUNX1 block: 3.0%; HTT cytoprotect: -15.0%; HttQ103 aggreg: 0.8%[9.22 µM]; IMPase Li cell: -14.5%; Luc counter: 3.1%; SMN2 splice enh: -4.9%

How did Cc1ccsc1-c1nc(CN2CCCC2c2ccc(F)cc2)c(C)o1 (centres undefined) do in these assays?
CBFb RUNX1 block: -2.7%; HTT cytoprotect: 17.0%[10 µM]; HttQ103 aggreg: 0.5%[9.22 µM]; IMPase Li cell: 6.9%; Lamin A splicing: -11.9%[46 µM]; Luc counter: -0.3%

How did CCn1nc(NC(=O)Cc2ccc(OC)cc2)c2cc3cc(C)ccc3nc21 do in these assays?
CBFb RUNX1 block: 4.1%; HTT cytoprotect: -7.2%[10 µM]; HttQ103 aggreg: -7.0%[9.22 µM]

What do the screens show for `Cc1ccc(C2=NN(C(=O)CSc3nc4ncc(Cl)cc4[nH]3)C(c3ccco3)C2)cc1` (centres undefined)?
CBFb RUNX1 block: -6.9%; HTT cytoprotect: -34.1%; HttQ103 aggreg: -17.6%; IMPase Li cell: 10.0%; Lamin A splicing: -9.2%[46 µM]; Luc counter: 2.2%; SMN2 splice enh: 9.5%

What do the screens show for `O=C(Cl)c1cccc([N+](=O)[O-])c1`?
CBFb RUNX1 block: -1.0%[21.7 µM]; HTT cytoprotect: 4.1%; IMPase Li cell: 9.8%; SMN2 splice enh: 12.7%

What do the screens show for `CC(C)OC(=O)/C(=C/c1ccc2c(c1)c1ccccc1n2C)NC(=O)c1ccccc1`?
CBFb RUNX1 block: 0.3%; HTT cytoprotect: 6.1%[10 µM]; HttQ103 aggreg: 12.4%; IMPase Li cell: 14.1%; Lamin A splicing: -14.6%; Luc counter: 1.9%; SMN2 splice enh: 1.3%

How did COCCNC(=O)CSc1nc2ccc(N3CCOCC3)cc2c(=O)n1Cc1ccc(OC)cc1 do in these assays?
CBFb RUNX1 block: -0.7%; HTT cytoprotect: 5.4%; HttQ103 aggreg: 15.0%; IMPase Li cell: 0.0%[38.3 µM]; Lamin A splicing: -0.4%; Luc counter: -0.4%; SMN2 splice enh: -7.3%

How did N=c1n(CCO)c2ccccc2n1CCOc1ccccc1 do in these assays?
CBFb RUNX1 block: 6.3%; HTT cytoprotect: -5.9%[10 µM]; HttQ103 aggreg: -2.5%; IMPase Li cell: -5.7%[38.3 µM]; Lamin A splicing: 2.5%; Luc counter: -2.1%; SMN2 splice enh: -18.2%

How did CCOc1ccc(NC(=O)COC(=O)CCS(=O)(=O)c2ccc(C)cc2)cc1 do in these assays?
CBFb RUNX1 block: 3.3%; HTT cytoprotect: 2.9%[10 µM]; HttQ103 aggreg: 3.1%; IMPase Li cell: -8.1%; Lamin A splicing: -4.2%[46 µM]; Luc counter: -3.3%; SMN2 splice enh: 7.8%

What do the screens show for `C/C(=N\Nc1ccc(S(=O)(=O)Nc2ccc(Cl)cc2)cc1[N+](=O)[O-])c1ccc(N2CCOCC2)cc1`?
CBFb RUNX1 block: -25.5%; HTT cytoprotect: inconclusive; HttQ103 aggreg: -15.2%; IMPase Li cell: 5.3%; Lamin A splicing: inconclusive; Luc counter: 5.8%; SMN2 splice enh: -13.0%

How did CC(C)Cn1c(-c2ccco2)nc2c(c(=O)c3ccccc3n2C)c1=O do in these assays?
CBFb RUNX1 block: 2.0%; HTT cytoprotect: -10.8%[0.074 µM]; HttQ103 aggreg: inconclusive; IMPase Li cell: 20.7%; Lamin A splicing: inconclusive; Luc counter: -3.2%; SMN2 splice enh: -16.0%

What do the screens show for `COc1ccccc1NS(=O)(=O)c1cc(NC(=O)c2ccc3ccccc3n2)ccc1Cl`?
CBFb RUNX1 block: 15.1%; HTT cytoprotect: 21.2%[10 µM]; HttQ103 aggreg: 2.5%; IMPase Li cell: -3.7%; Lamin A splicing: -16.9%; Luc counter: -0.9%; SMN2 splice enh: -6.6%

Results for O=C(c1cnccn1)N1CCC[C@@]2(CCN(c3ccncc3)C2)C1 ?
HTT cytoprotect: -30.0%[inhibitor]; IMPase Li cell: -4.8%; Luc counter: -3.2%; SMN2 splice enh: -2.7%

What do the screens show for `CC(C)C(=O)N1CCC2(CC1)Oc1ccc(F)cc1C(=O)C21CC(c2ccccc2)=NO1` (centres undefined)?
CBFb RUNX1 block: 3.8%; HTT cytoprotect: 5.5%[10 µM]; HttQ103 aggreg: 4.8%[9.22 µM]

Results for CN(C)CCN(C(=O)c1ccc(N2C(=O)CCC2=O)cc1)c1nc2cc3c(cc2s1)OCO3 ?
CBFb RUNX1 block: 1.1%; HTT cytoprotect: -19.9%; HttQ103 aggreg: -12.9%; IMPase Li cell: -4.6%; Lamin A splicing: 6.9%[9.22 µM]; Luc counter: -0.6%; SMN2 splice enh: -2.0%

What do the screens show for `CS(=O)(=O)Nc1nnc(C2CCCC2)s1`?
CBFb RUNX1 block: 0.0%; HTT cytoprotect: 32.1%[10 µM]; HttQ103 aggreg: 24.3%[9.22 µM]; IMPase Li cell: 7.2%; Lamin A splicing: inconclusive; Luc counter: 5.4%

How did Cc1cc(C)nc(SCc2nnc(SCC(=O)Nc3ccc(C)c(C)c3)n2Cc2ccco2)n1 do in these assays?
CBFb RUNX1 block: -7.3%; HTT cytoprotect: -19.8%; HttQ103 aggreg: 1.4%; IMPase Li cell: 21.3%[38.3 µM]; Lamin A splicing: 0.1%; Luc counter: 0.0%; SMN2 splice enh: 28.8%

Results for COc1cc([N+](=O)[O-])ccc1NC(=S)NC(=O)CC(C)(C)C ?
CBFb RUNX1 block: -5.0%; HTT cytoprotect: -23.4%[10 µM]; HttQ103 aggreg: 0.7%; IMPase Li cell: 6.6%; Lamin A splicing: inconclusive; Luc counter: -1.2%; SMN2 splice enh: 14.2%

Results for O=C(Cc1cccs1)Nc1nc(-c2cccnc2)cs1 ?
CBFb RUNX1 block: -27.0%; HTT cytoprotect: -3.7%[10 µM]; HttQ103 aggreg: -1.8%[9.22 µM]; Lamin A splicing: 9.9%[46 µM]

How did Cc1n[nH]c(=O)nc1N/N=C/c1ccco1 do in these assays?
CBFb RUNX1 block: -22.5%; HTT cytoprotect: -4.5%; HttQ103 aggreg: -3.3%; IMPase Li cell: 6.7%

What do the screens show for `CCOC(=O)Cc1nnc2c(Nc3ccccc3F)nc3nonc3n12`?
CBFb RUNX1 block: 2.9%; HTT cytoprotect: -0.8%[10 µM]; HttQ103 aggreg: 15.8µM*; IMPase Li cell: 14.4%[38.3 µM]; Lamin A splicing: inconclusive; Luc counter: -1.1%; SMN2 splice enh: -71.0%[inhibitor]

Results for CC(=O)Nc1ccc(S(=O)(=O)NC2(C(F)(F)F)C(=O)Nc3c2c(=O)[nH]c(=O)n3C)cc1 (centres undefined) ?
CBFb RUNX1 block: 2.2%; HTT cytoprotect: -12.6%; HttQ103 aggreg: 6.5%; IMPase Li cell: 7.9%[38.3 µM]; Lamin A splicing: -0.3%; Luc counter: -1.5%; SMN2 splice enh: -10.6%

What do the screens show for `CCN(CC)C(=O)CSc1nc(-c2ccccc2)cc(=O)[nH]1`?
CBFb RUNX1 block: 2.8%; HTT cytoprotect: 1.7%[10 µM]; HttQ103 aggreg: 8.5%[9.22 µM]; IMPase Li cell: 3.1%; Lamin A splicing: -3.9%[46 µM]; Luc counter: 4.1%

What do the screens show for `CCN(CC)c1ccc(NC(=O)c2[nH]c(C)c(C(C)=O)c2C)c(C)c1`?
CBFb RUNX1 block: 5.0%; HTT cytoprotect: -3.3%[10 µM]; HttQ103 aggreg: inconclusive; IMPase Li cell: 36.8%[activator][38.3 µM]; Lamin A splicing: 3.6%; Luc counter: -4.0%; SMN2 splice enh: -24.0%

Results for CCC(c1nnnn1C(C)(C)C)N(CCOC)Cc1cc2cccc(C)c2n2nnnc12 (centres undefined) ?
CBFb RUNX1 block: 1.7%; HTT cytoprotect: -14.0%[10 µM]; HttQ103 aggreg: 27.5%; IMPase Li cell: 6.7%[38.3 µM]; Lamin A splicing: 4.3%; Luc counter: -2.1%; SMN2 splice enh: 8.3%

How did CN(C)CN1CSC(=S)N(CN(C)C)C1 do in these assays?
HTT cytoprotect: -15.7%[10 µM]; IMPase Li cell: -16.1%; Luc counter: -3.3%[7.66 µM]; SMN2 splice enh: -15.0%[9.22 µM]

What do the screens show for `NC(=S)N=Nc1c(O)n(CCCl)c2ccc(Cl)cc12`?
CBFb RUNX1 block: 1.7%; HTT cytoprotect: 9.3%[10 µM]; HttQ103 aggreg: 4.0%; IMPase Li cell: 8.3%; Lamin A splicing: inconclusive; Luc counter: 1.4%; SMN2 splice enh: -19.1%

How did Cn1nc(C2CC2)cc1NC(=O)CC(CC(=O)O)c1ccccc1 (centres undefined) do in these assays?
CBFb RUNX1 block: -1.3%; HTT cytoprotect: -0.6%[10 µM]; HttQ103 aggreg: -2.4%[9.22 µM]; Lamin A splicing: 28.3%[46 µM]

How did COc1cc(C(=O)Nc2ccccc2C2COC(=O)C2=N)cc(OC)c1OC (centres undefined) do in these assays?
CBFb RUNX1 block: 1.9%; HttQ103 aggreg: -2.6%; IMPase Li cell: 0.6%; Lamin A splicing: 3.8%; Luc counter: -3.5%; SMN2 splice enh: 7.1%

Screens (PubChem)
